MT stabilize HCS = stabilizes microtubules in HeLa cells | % tubulin-high responders, % at 10 µM | AID 2205 | HeLa tubulin immunostaining HCS, 24 h; share of cells brighter than vehicle mean+2SD | 200,000 tested, 0.83% active;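 active = plate Z-score above 3 for both tubulin-high and condensed-nucleus cell shares, with cell loss under 80%, at 10 µM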;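 also: anti alpha tubulin signal scored within the nucleus-defined area of each cell; some results filed as inactive read as strong as hits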
WT yeast gro inh = growth inhibition of WT yeast, mitochondrial fusion screen; mitochondrial fusion phenotypic screen, WT strain; inhibition, % at 10 µM; 190,000 tested, 2.1% active; AID 1362; in the data active = inhibition above about 58%; tested in S. cerevisiae
Insulin prom up = MIN6 insulin promoter up-regulation. 190,000 tested, 0.3% active. z-score at 5 µM. MIN6 insulin promoter-GFP reporter, high-content imaging; stronger effect = higher value;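 active = z-score above 3 at 5 µM with at least 500 cells counted in the well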
Hep lipid drop = modulators of hepatic lipid droplet formation; 240,000 tested, 0.4% active; inhibition, % at 6.5 µM; AML12 mouse hepatocytes, oleate lipid droplets, BODIPY imaging;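 active = lipid droplet intensity inhibited by at least 50%, with more than 500 cells counted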
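Assay system: AML12 mouse liver cells | Compound: 6.5 µM single-point dosing | Schedule: Overnight exposure | Technique: Fluorescence imaging, 20x objective, two fields per well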
XIAP displacement = XIAP antagonists, biochemical, IAP family, fluorescence polarization (AID 1018); XIAP BIR domain, fluorescence polarization peptide displacement; higher % means a stronger effect; displacement, % at 20 µM, or IC50 in µM where a hit was titrated; 200,000 tested, 0.007% active; in the data active = displacement above about 50%; also: a part of the inactive calls stands beside numbers as strong as those of hits
b-catenin transl = modulators of beta-catenin nuclear translocation; HeLa beta-catenin nuclear translocation, immunofluorescence imaging; nuclear translocation activity, % at 5 µM; 190,000 tested, 0.3% active;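 active = nuclear translocation activity above 50% at 5 µM, with a well cell count of 50 or more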;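 also: per-cell ratio of nuclear to cytoplasmic median beta-catenin stain intensity; plate controls were DMSO negative control for no effect and GSK-3 inhibitor IX positive control for full effect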
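Signal – beta-catenin immunofluorescence imaging with DAPI · Test system – human HeLa cell line · Dosing – 5 µM primary single dose, 0.1% DMSO, 0.02–20 µM confirmation series · Measure – % activation, nuclear-to-cytoplasmic median beta-catenin signal ratio per cell · Incubation – 24 h compound exposure at 37°C, 5% CO2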
Autophagy HCS = modulators of autophagy. MEF GFP-LC3 puncta imaging; test concentration mostly 10 µM. calls only at 10 µM (by protocol). 190,000 tested, 0.98% active;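 active = percentage of spot-positive cells more than 3 SD above its plate mean, without a fluorescence outlier flag or 80% toxicity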;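 also: spot-positive cell cutoff set from DMSO-treated cells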
CSM14.1 death rescue = protection against thapsigargin-triggered cell killing – 384-well, CSM14.1, ATP luminescence, primary screen (AID 1222). CSM14.1 thapsigargin-induced death rescue, ATP luminescence; higher % means a stronger effect. one-dose cellular ATP content (survival), % at 20 µM; EC50 in µM for titrated hits. 190,000 tested, under 10 active;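 active = EC50 below 50 µM in the dose-response confirmation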;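 also: death triggered by thapsigargin at about 15 µM added after 2 h compound pretreatment; cell ATP read after overnight thapsigargin exposure of roughly 18 to 22 hours; normalized against plate controls of thapsigargin alone and 5% DMSO vehicle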
Dynein transport = blocks dynein driven cargo transport along microtubules. 3617.4 mouse cells, GR-EGFP nuclear translocation imaging; test concentration mostly 20 µM; stimulated with dexamethasone, 1 µM; stronger effect = lower value. 220,000 tested, 0.47% active. z-score, hits read low;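 active = plate z-score of nuclear minus cytoplasmic receptor signal below a set negative limit, without overly bright fluorescence or cell loss, cut at about -3.5 in these data, passing the limit was not always enough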;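 also: z-score of nuclear minus cytoplasmic ring GR-EGFP intensity difference per well; some compounds called inactive have numbers as strong as hits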
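Buffer or medium: tet-free, stripped-serum medium; Also added: dexamethasone, 1.0 µM final; Technique: high-content fluorescence imaging after fixation; Times: 48 h induction, 1 h compound, 30 min dex at 37 °C; Read-out: per-cell GR-EGFP intensity, nucleus versus surrounding cytoplasmic ring, well-averaged.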
WT yeast gro inh mutant strain = further read-out of WT yeast gro inh, marked with its call; inhibition, %; mitochondrial fusion phenotypic screen, mutant strain inhibition
Dynein transport cytoplasmic EGFP = also measured in Dynein transport; calls as there; z-score; measured here: cytoplasmic GR-EGFP intensity; stronger effect = higher value
Dynein transport nuclear GR-EGFP = further read-out of Dynein transport, marked with its call; z-score; measured here: nuclear GR-EGFP intensity;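 lower value marks the stronger effect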
Dynein transport cell count = recorded beside Dynein transport, whose call it bears; z-score; measured here: cell count per field
Insulin prom up cell count = also measured in Insulin prom up; calls as there; cell count; measured here: cytotoxicity, nuclei count;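 total cells summed across four imaged fields per well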
Hep lipid drop cells 6.5 µM = second read-out of Hep lipid drop, no call of its own (marks repeat the call); cell count; measured here: cell count, cytotoxicity flag;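 cells counted across two imaged fields per well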
b-catenin transl cell count 5 µM = second read-out of b-catenin transl, no call of its own (marks repeat the call); cell count; measured here: cell count, cytotoxicity flag
MT stabilize HCS Hoechst-high % = recorded beside MT stabilize HCS, whose call it bears; % Hoechst-high responders; measured here: nuclear condensation Hoechst responders;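 share of cells brighter than vehicle mean plus two SD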
MT stabilize HCS cytotoxicity % = recorded beside MT stabilize HCS, whose call it bears; toxicity, %; measured here: cytotoxicity by cell density;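 0% = mean cell density of plate MIN control wells and 100% = no cells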
Autophagy HCS cell loss 18 h = further read-out of Autophagy HCS, marked with its call; toxicity, %; measured here: cell loss, nuclei count;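 cell loss after 18 h compound exposure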
Starred values were filed as active, the others as inactive; i = inactive; nt = no result given.

SMILES | MT stabilize HCS | MT stabilize HCS Hoechst-high % | MT stabilize HCS cytotoxicity % | WT yeast gro inh | WT yeast gro inh mutant strain | Insulin prom up | Insulin prom up cell count | Hep lipid drop | Hep lipid drop cells 6.5 µM | XIAP displacement | b-catenin transl | b-catenin transl cell count 5 µM | Autophagy HCS | Autophagy HCS cell loss 18 h | CSM14.1 death rescue | Dynein transport | Dynein transport cytoplasmic EGFP | Dynein transport nuclear GR-EGFP | Dynein transport cell count
CCCOC(=O)C1=C(C)NC2=C(C(=O)CCC2)C1c1cccc(OC)c1OC (stereo not drawn) | 4.6 | 1.9 | 6.3 | 11 | -16 | nt | nt | nt | nt | -3.4% | -1.8 | 808 | i | -23 | 1.3% | 0.18 | -0.19 | -0.088 | -1.8
O=S(=O)(CCc1nnc(-c2ccc(Br)cc2)o1)c1ccc(Cl)cc1 | 3.3 | 2.4 | 6.1 | -19 | 0 | -0.12 | 833 | -2 | 752 | -6.0% | -2.5 | 1077 | i | 3 | -0.5% | 0.4 | -0.21 | 0.21 | 0.29
Cc1nn(-c2ccccc2)c2c1C(c1ccc([N+](=O)[O-])cc1)N1C(=N2)C(=O)Nc2ccccc21 (stereo not drawn) | 3.0 | 1.2 | 13 | -10 | -8 | -1.4 | 1296 | -5 | 708 | -9.8% | 0.1 | 1014 | i | 5 | 3.1% | -0.13 | -0.28 | -0.21 | 0.34
O=c1ccc(Cc2ccc(Cl)cc2)n[nH]1 | 2.6 | 1.1 | 0.4 | 3 | 5 | -0.48 | 1379 | -2 | 674 | -5.7% | 0.9 | 1504 | i | 10 | -1.1% | -0.33 | -0.16 | 0.036 | 0.29
CCOc1ccc(N(Cc2cc3cc(OC)ccc3[nH]c2=O)C(=O)C2CCCO2)cc1 (stereo not drawn) | 3.7 | 3.6 | 7.0 | 14 | 6 | -0.51 | 1218 | nt | nt | -5.7% | -0.1 | 1117 | i | 6 | 4.8% | -0.087 | -0.35 | 0.22 | 0.28
Cn1c(=O)oc2cc(S(=O)(=O)NC3CCN(Cc4ccccc4)CC3)ccc21 | 3.4 | 0.8 | 4.0 | 6 | -4 | 2.2 | 978 | -39 | 709 | -15% | 2.1 | 915 | nt | nt | -2.9% | -0.17 | -0.12 | 0.19 | -0.19
CN(CCc1ccccn1)C(=O)CCC1CCCN(C(=O)c2ccc3c(c2)OCCO3)C1 (stereo not drawn) | 3.8 | 2.5 | 4.6 | 9 | 4 | -0.46 | 1391 | -2 | 724 | -3.7% | 1.6 | 863 | i | -21 | -0.2% | -1.3 | -0.29 | -0.47 | 0.71
COc1ccc(NC(=O)C2CC(=O)OC23CCCCC3)cc1 (stereo not drawn) | 2.0 | 1.6 | 4.3 | -14 | -5 | nt | nt | 0 | 729 | 0.2% | -1.4 | 531 | i | -3 | -1.4% | 0.61 | -0.22 | 0.56 | 0.32
COc1cccc(N(CC(=O)NCC2CCCO2)C(=O)CNS(=O)(=O)c2ccccc2)c1 (stereo not drawn) | 4.8 | 2.0 | 5.6 | 7 | 2 | 1.1 | 1198 | -24 | 679 | -3.0% | 2.9 | 1141 | i | 15 | 1.0% | -0.16 | -0.24 | -0.12 | 0.35
Nc1cc(N)nc(SCC(=O)Nc2ccccc2N2CCOCC2)n1 | nt | nt | nt | nt | nt | 0.23 | 1147 | -1 | 718 | nt | -1.1 | 1442 | nt | nt | nt | -0.42 | -0.27 | 0.59 | 0.057
CCOC(=O)C1=C(C)N=C2SC(C)C(=O)N2C1c1ccc(OC(C)=O)c(OC)c1 (stereo not drawn) | 3.4 | 1.8 | 4.6 | -11 | 6 | -0.37 | 1298 | -6 | 739 | -5.7% | 2.8 | 1197 | i | 1 | 1.4% | 1 | -0.074 | 0.42 | -0.47
COC(=O)C1(C)NC(c2cccs2)C2C(=O)N(c3ccccc3F)C(=O)C21 (stereo not drawn) | 2.6 | 1.4 | 3.0 | -17 | -3 | nt | nt | 6 | 747 | 1.9% | 1.2 | 452 | i | 3 | -1.9% | -1 | -0.22 | -1.1 | 0.12
CCCCOC(=O)c1ccc(NC(=O)C(=O)NCCN(CC)CC)cc1 | nt | nt | nt | nt | nt | -0.17 | 1091 | 1 | 704 | nt | 1.0 | 1268 | nt | nt | nt | -0.027 | -0.22 | -0.082 | 0.35
CC(C)(C)CNc1cc(N2CCOCC2)ccc1[N+](=O)[O-] | 1.0 | 2.0 | 7.2 | -12 | -10 | nt | nt | -11 | 697 | -4.2% | -0.4 | 1432 | i | 0 | -0.2% | -0.29 | -0.17 | -0.36 | 0.14
Cc1ccc(/C=N/NC(=O)Cn2nnc(N)n2)o1 | nt | nt | nt | nt | nt | -0.17 | 1472 | 14 | 727 | nt | -5.1 | 1199 | nt | nt | nt | -0.43 | -0.27 | -0.23 | 0.78
CCOc1ccc2[nH]c(=O)c(CN(Cc3nnnn3CCc3ccccc3)CC3CCCO3)cc2c1 (stereo not drawn) | 3.0 | 1.7 | 6.8 | -14 | -16 | -1.5 | 902 | -1 | 801 | -7.5% | -3.9 | 1238 | i | 0 | 0.8% | -0.29 | -0.25 | -0.21 | -0.24
CC(/C=N/NC(=O)c1cccnc1)=C\c1ccccc1 | 5.0 | 2.2 | 8.1 | -4 | 2 | -0.1 | 1190 | -18 | 706 | -9.7% | -1.6 | 1072 | i | 21 | -2.0% | -0.0099 | -0.16 | 0.15 | -0.24
O=C(c1cn[nH]c1)N1CCc2c([nH]c3ccccc23)C1c1c(F)cccc1Cl (stereo not drawn) | 2.6 | 2.5 | 6.4 | -11 | 9 | -0.84 | 1525 | -41 | 750 | -2.3% | 1.1 | 1028 | i | 6 | -0.8% | -0.66 | 0.0095 | -0.46 | -1.8
CCCCCC(=O)Nc1ccc(Cc2ccncc2)cc1 | 4.4 | 2.0 | 1.4 | 1 | -12 | 0.31 | 1269 | -1 | 728 | -5.1% | -2.9 | 564 | i | -3 | -1.7% | -0.9 | -0.23 | -0.17 | -0.24
Cc1ccc(Oc2cc(C)nc(-c3ccccc3O)n2)cc1 | 2.9 | 3.0 | 12 | nt | nt | -0.74 | 1182 | nt | nt | -5.0% | -2.1 | 947 | i | -3 | nt | -0.96 | 0.31 | -0.34 | 1.3
CCOC(=O)CSc1c(-c2ccccc2)c2cc(Cl)ccc2[nH]c1=O | 5.0 | 2.3 | 7.5 | 2 | -4 | 0.53 | 1538 | 7 | 612 | -0.5% | -0.8 | 1055 | i | 3 | -3.7% | -0.72 | -0.25 | -0.53 | -0.041
COc1ccc(C)cc1NC(=O)CSc1nnc(COc2ccccc2)n1Cc1ccco1 | 2.3 | 2.3 | 13 | 6 | 7 | -1.4 | 1120 | -4 | 756 | -5.8% | -4.2 | 1137 | nt | nt | -5.4% | 0.54 | -0.19 | 0.61 | -0.55
CN1C(=O)NC2C1N(S(C)(=O)=O)CCN2S(C)(=O)=O (stereo not drawn) | 4.3 | 2.5 | 4.8 | 5 | 12 | -0.6 | 1107 | nt | nt | 1.7% | -2.1 | 1151 | i | 7 | -0.6% | -0.95 | -0.29 | -0.75 | -0.37
CCOC(=O)c1c(C)c(C(=O)N2CCCCCC2)c(C)n1CC | 2.5 | 3.1 | 0.3 | 6 | -11 | 0.49 | 2033 | -8 | 715 | -1.9% | -0.7 | 999 | i | 20 | -2.6% | 0.78 | -0.24 | 0.68 | 0.26
Cc1c([N+](=O)[O-])c(C(=O)Nc2ccc3c(c2)OCCO3)nn1C | 1.5 | 1.6 | 6.2 | 54 | 6 | 0.23 | 795 | 1 | 824 | -5.9% | -4.2 | 1097 | i | 26 | -1.4% | -1.7 | -0.26 | -0.69 | 1
COc1ccc(O)c(-c2[nH]ncc2C(=O)c2ccccc2C)c1 | 3.4 | 1.8 | 13 | 7 | 10 | 0.17 | 1123 | nt | nt | -1.3% | -2.6 | 839 | i | 9 | 0.0% | -0.79 | -0.36 | -0.48 | 0.64
O=C(c1cc(-c2cccnc2)nc2ccccc12)N1CCCc2ccccc21 | 14* | 29* | 16* | -8 | -27 | 0.64 | 1613 | -12 | 790 | 1.9% | -3.4 | 549 | i | -17 | 4.8% | 0.62 | -0.23 | 0.44 | -0.72
C/C(=N\NC(=S)NCC(C)(C)C)c1cc(F)cc(F)c1O | nt | nt | nt | nt | nt | -0.02 | 1398 | -2 | 766 | nt | -2.6 | 1135 | nt | nt | nt | 0.69 | -0.26 | 0.32 | -0.26
CCn1ncc(NC(=S)Nc2ccc3c(c2)OCO3)c1C(N)=O | 2.4 | 1.9 | 4.7 | 6 | 9 | -1.2 | 1535 | 13 | 702 | -2.3% | -3.7 | 1062 | i | -36 | -0.8% | -1.3 | -0.22 | -0.54 | 1.1
COC(=O)CSc1nc2ccc(N)cc2s1 | 3.9 | 1.3 | 4.7 | -2 | 8 | -0.32 | 1565 | -12 | 666 | -5.0% | -2.5 | 995 | i | 16 | -1.2% | -0.083 | -0.11 | 0.11 | -0.072

2 of these compounds in a different format:
mol	MT stabilize HCS	MT stabilize HCS Hoechst-high %	MT stabilize HCS cytotoxicity %	WT yeast gro inh	WT yeast gro inh mutant strain	Insulin prom up	Insulin prom up cell count	Hep lipid drop	Hep lipid drop cells 6.5 µM	XIAP displacement	b-catenin transl	b-catenin transl cell count 5 µM	Autophagy HCS	Autophagy HCS cell loss 18 h	CSM14.1 death rescue	Dynein transport	Dynein transport cytoplasmic EGFP	Dynein transport nuclear GR-EGFP	Dynein transport cell count
Cc1c([N+](=O)[O-])c(C(=O)Nc2ccc3c(c2)OCCO3)nn1C	1.5	1.6	6.2	54	6	0.23	795	1	824	-5.9%	-4.2	1097	i	26	-1.4%	-1.7	-0.26	-0.69	1
COc1ccc(O)c(-c2[nH]ncc2C(=O)c2ccccc2C)c1	3.4	1.8	13	7	10	0.17	1123	nt	nt	-1.3%	-2.6	839	i	9	0.0%	-0.79	-0.36	-0.48	0.64
